# Assay outcomes: PubChem BioAssay, The Scripps Research Institute Molecular Screening Center
# GSTO1 inh: inhibitors of recombinant GSTO1, primary screen, counter-screen for RBBP9 inhibitor project, biochemical, fluorescence polarization; Glutathione S-transferase omega-1 (Homo sapiens), P78417; activity-based probe fluorescence polarization; inhibition, % at 5.96 µM; actives 1.1% (n = 300,000);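 active = inhibition above the campaign mean inhibition plus 3 SD, cut at about 35% in these data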;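 note: 0% = GSTO1-1 with DMSO and 100% = wells lacking GSTO1-1 enzyme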
# PREPL inhibitor: PREPL enzyme inhibitors, primary screen, biochemical, fluorescence polarization | actives 0.68% (n = 320,000) | inhibition, % at 5.96 µM | recombinant PREPL, fluorescence polarization activity-based probe | AID 2751, 2010 | Prolyl endopeptidase-like (Homo sapiens), Q4J6C6; in the data active = inhibition above about 43%;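 note: 0% = enzyme with DMSO and 100% = wells lacking enzyme; many of its hits are not listed in these tables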
# LYPLA1 counter: LYPLA1 inhibitors, primary screen, counter-screen for PME1 inhibitor project, biochemical, fluorescence polarization, FP-Rh probe ABPP; actives 0.16% (n = 320,000); Acyl-protein thioesterase 1 (Homo sapiens), O75608; inhibition, % at 5.9 µM; recombinant LYPLA1;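 active = inhibition above the mean of all tested compounds plus 3 SD, set per campaign, cut at about 14% in these data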;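 note: inhibitors block serine hydrolase probe labeling of LYPLA1 so polarization falls; 0% = enzyme with DMSO and 100% = wells lacking LYPLA1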
# pPAFAH inh: pPAFAH enzyme inhibitors, primary screen, biochemical, fluorescence polarization, human | actives 1.5% (n = 330,000) | AID 463082, 2010 | Platelet-activating factor acetylhydrolase (Homo sapiens), Q13093 | inhibition, % at 3.39 µM | recombinant pPAFAH, FP-rhodamine probe fluorescence polarization;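 active = inhibition above the mean inhibition across the screen plus 3 SD, cut at about 25% in these data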;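 note: inhibitors block binding of the rhodamine activity-based probe so polarization drops; 0% = enzyme with DMSO and 100% = wells lacking pPAFAH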
# Target sequence (Q13093 whole entry, looked up): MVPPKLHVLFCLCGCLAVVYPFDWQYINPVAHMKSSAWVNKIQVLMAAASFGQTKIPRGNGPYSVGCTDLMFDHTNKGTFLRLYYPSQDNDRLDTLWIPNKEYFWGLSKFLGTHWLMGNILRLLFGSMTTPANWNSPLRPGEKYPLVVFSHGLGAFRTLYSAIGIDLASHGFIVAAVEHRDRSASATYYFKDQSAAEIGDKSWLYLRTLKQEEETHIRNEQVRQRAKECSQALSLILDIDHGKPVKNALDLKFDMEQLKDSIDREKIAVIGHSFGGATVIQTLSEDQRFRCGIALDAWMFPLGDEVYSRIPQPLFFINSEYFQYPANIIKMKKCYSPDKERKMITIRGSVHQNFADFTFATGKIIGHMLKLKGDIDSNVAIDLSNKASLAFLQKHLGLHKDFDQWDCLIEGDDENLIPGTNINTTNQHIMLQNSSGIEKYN
# PAFAH1B3 FP inh: PAFAH1B3 enzyme inhibitors, primary screen, biochemical, fluorescence polarization, human | recombinant PAFAH1B3, FP-rhodamine probe | actives 0.28% (n = 340,000) | inhibition, % at 3.39 µM;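 active = inhibition above the screen-wide average of all tested compounds plus 3 SD, cut at about 25% in these data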;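 note: 0% = enzyme with DMSO only and 100% = wells lacking PAFAH1B3 protein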
# PAFAH2 inh: PAFAH2 enzyme inhibitors, primary screen, biochemical, fluorescence polarization, human. recombinant PAFAH2, FP-rhodamine activity probe. inhibition, % at 3.39 µM. AID 492956, 2010. actives 0.99% (n = 340,000). Platelet-activating factor acetylhydrolase 2, cytoplasmic (Homo sapiens), Q99487;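 active = inhibition above the mean over all tested compounds plus 3 SD, cut at about 30% in these data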;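 note: inhibitors block probe labeling of enzyme so polarization drops; 0% = enzyme with DMSO and 100% = wells lacking PAFAH2 protein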
# PAD4 inh: human PAD4 inhibitors, primary screen, biochemical, fluorescence polarization, 1536-well format | inhibition, % at 6.36 µM | actives 0.41% (n = 330,000) | recombinant PAD4, RCA probe fluorescence polarization;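 active = percent inhibition above a cutoff equal to the mean of all tested compounds plus 3 SD, cut at about 15% in these data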;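 note: 0% = PAD4 with RCA probe and DMSO and 100% = probe without PAD4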
# Target sequence (Q9UM07 whole entry, looked up): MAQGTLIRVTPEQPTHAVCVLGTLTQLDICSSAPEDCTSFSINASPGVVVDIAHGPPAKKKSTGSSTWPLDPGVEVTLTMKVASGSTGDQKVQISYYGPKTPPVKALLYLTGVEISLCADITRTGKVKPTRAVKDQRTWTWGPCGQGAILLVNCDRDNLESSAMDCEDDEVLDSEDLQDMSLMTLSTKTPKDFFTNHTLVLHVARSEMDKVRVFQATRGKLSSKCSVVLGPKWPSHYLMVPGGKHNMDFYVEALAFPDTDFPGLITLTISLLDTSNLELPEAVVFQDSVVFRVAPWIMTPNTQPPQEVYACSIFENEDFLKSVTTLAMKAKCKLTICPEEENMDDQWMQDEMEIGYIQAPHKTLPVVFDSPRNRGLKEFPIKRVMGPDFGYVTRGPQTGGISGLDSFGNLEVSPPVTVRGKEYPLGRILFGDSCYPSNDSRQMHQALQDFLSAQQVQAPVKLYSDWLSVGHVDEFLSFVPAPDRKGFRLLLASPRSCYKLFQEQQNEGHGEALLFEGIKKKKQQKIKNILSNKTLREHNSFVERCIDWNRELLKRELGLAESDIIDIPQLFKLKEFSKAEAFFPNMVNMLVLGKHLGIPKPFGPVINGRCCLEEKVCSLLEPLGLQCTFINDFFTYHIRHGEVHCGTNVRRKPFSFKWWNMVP
# LYPLA2 counter: LYPLA2 inhibitors, primary screen, counter-screen for PME1 inhibitor project, biochemical, fluorescence polarization, FP-Rh probe ABPP; inhibition, % at 5.9 µM; recombinant LYPLA2; Acyl-protein thioesterase 2 (Homo sapiens), O95372; actives 0.38% (n = 320,000);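 active = inhibition above the screen-wide mean plus 3 SD, limit set per campaign, cut at about 26% in these data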;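 note: 0% = LYPLA2 with DMSO and 100% = wells lacking LYPLA2 enzyme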
# PAFAH1B2 inh: PAFAH1B2 enzyme inhibitors, primary screen, biochemical, fluorescence polarization, human. recombinant PAFAH1B2, FP-rhodamine activity probe. inhibition, % at 3.39 µM. actives 1.2% (n = 340,000). AID 492953, 2010;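 active = inhibition above the mean of all tested compounds plus 3 SD, cut at about 24% in these data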;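 note: 0% = enzyme with DMSO and 100% = wells lacking PAFAH1B2; many of its hits are not listed in these tables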
# The depositor's hits bear a star; · = not tested or not shown.
SMILES,GSTO1 inh,PREPL inhibitor,LYPLA1 counter,pPAFAH inh,PAFAH1B3 FP inh,PAFAH2 inh,PAD4 inh,LYPLA2 counter,PAFAH1B2 inh
O=C(NCCCN1CCOCC1)c1cnn2c(-c3ccccc3)cc(-c3ccccc3)nc12,-8.1,15.0,-3.1,14.1,3.6,-0.3,-3.9,1.8,-0.9
O=C(CSc1ncn[nH]1)N1CCN(c2nnc(-c3ccccc3)c3ccccc23)CC1,1.8,2.0,2.8,-0.1,0.7,11.3,1.3,-2.6,6.8
Cc1ccc(C)c(NS(=O)(=O)c2ccc3c(c2)NC(=O)CO3)c1,20.4,-4.7,0.6,9.7,1.4,-1.5,-4.9,3.5,-1.5
O=C(NNc1nc2ccccc2s1)Nc1ccccc1,0.6,8.7,0.4,2.2,-10.6,-38.3,-1.3,7.5,0.6
NC(=O)c1cc(-c2ccccc2)nc(Oc2ccccc2)n1,0.8,2.0,3.5,4.6,-1.9,1.6,4.5,6.5,4.0
Cc1cc(C(=O)NC(=S)Nc2ccccc2N2CCCC2)ccc1[N+](=O)[O-],1.7,8.3,-3.5,9.1,1.2,1.9,-0.4,-0.1,1.1
CCOC(=O)N1CCN(C(=O)c2ccc(S(=O)(=O)Nc3cccc(C(F)(F)F)c3)cc2)CC1,7.1,14.0,2.9,0.8,6.7,-2.7,3.5,-0.1,1.4
O=C(Nc1ccc(F)cc1)C(=O)c1c(O)[nH]c2ccc([N+](=O)[O-])cc12,13.2,1.6,-6.6,3.9,2.5,4.8,1.6,-3.6,3.8
COc1ccccc1C1C2=C(COC2=O)Nc2cc3c(cc21)OCO3 (stereo unspecified),8.9,11.7,3.0,4.2,0.8,2.1,-2.7,2.1,7.2
COCCNc1oc(-c2cccs2)nc1S(=O)(=O)c1ccc(C)cc1,8.6,-2.1,-0.2,5.2,2.1,0.8,5.4,6.3,0.1
CNC(=S)N(CCO)Cc1cc2cc3c(cc2[nH]c1=O)OCCO3,5.8,18.6,3.2,6.6,9.5,0.8,5.9,8.3,4.3
CSc1ccn(CCC(=O)O)c(=O)n1,-1.1,1.2,-0.3,-2.6,-2.9,2.1,1.8,-4.4,2.7
O=C(c1cc2ccccc2o1)N1CCN(S(=O)(=O)c2ccc(F)c(F)c2F)CC1,·,0.0,-2.2,0.0,-2.0,-2.9,-3.0,-2.8,2.5
Cc1cc(C)nc(NS(=O)(=O)c2ccc(N/C=C/C(=O)c3ccc(Cl)cc3)cc2)n1,-2.1,-3.2,-0.9,9.2,-3.3,-8.2,0.0,4.8,1.3
CCCCC(=O)Nc1ccc(C(=O)NNC(=S)NC(=O)c2ccccc2[N+](=O)[O-])cc1,1.3,-4.5,-3.7,4.4,-0.7,0.5,0.7,8.4,2.9
Cc1cc(C)cc(NC(=O)C(=O)NCCCN2CCOCC2)c1,-2.9,13.7,-0.7,1.3,1.5,-1.9,-5.7,-2.9,1.8
COc1cc(/C=C/[N+](=O)[O-])ccc1OC(=O)/C=C/c1ccc(F)cc1,-4.7,47.3*,2.3,6.6,-1.9,-13.6,-5.5,5.1,-0.9
CC1(c2ccc3ccccc3c2)NC(=O)N(CC(=O)N2CCCC(C(F)(F)F)C2)C1=O (stereo unspecified),·,7.1,-2.7,3.3,-2.3,8.5,-1.8,2.5,8.7
CC1(C)CC(=O)/C(=C(\O)Cc2ccccc2)C(=NCCCCCC(=O)O)C1,1.9,2.8,-3.0,1.9,6.8,3.4,-2.0,4.2,2.7
O=C(c1ccccc1F)N1CCN(c2ccc([N+](=O)[O-])cc2-n2cccc2)CC1,-1.4,22.6,0.2,13.2,4.1,7.1,-3.6,8.4,5.5
O=C(CSCc1ccc([N+](=O)[O-])cc1)Nc1ccccc1C(=O)O,8.7,1.9,-4.5,-3.3,4.2,1.1,-3.5,-12.6,5.5
Cc1ccc(S(=O)(=O)NCc2ccc(C(=O)N3CCN(c4ccc([N+](=O)[O-])cc4)CC3)cc2)cc1,5.2,15.6,-3.9,9.4,5.5,-0.9,-3.2,5.8,2.2
Cc1ccc(NC(=O)COC(=O)c2sccc2C)cc1S(=O)(=O)N1CCOCC1,0.8,19.1,-1.6,0.7,4.2,80.8*,-2.1,-4.0,-2.8
COc1ccc(NC(=O)COC(=O)c2cc(SC)ccc2Cl)c(OC)c1,0.8,19.1,1.5,7.3,2.8,-4.2,0.7,-5.0,4.8
O=C(O)c1ccc(/C=N/n2cc(-c3ccccc3)[nH]c2=S)cc1,1.8,-0.9,3.4,1.7,-2.9,-2.8,0.5,3.4,6.1
Cc1cc(C)c2c(=O)cc(C(F)(F)F)oc2n1,11.8,9.2,-3.5,-1.4,11.2,0.0,0.9,-5.4,0.2
CCn1c(=O)c2sccc2n(Cc2cccc(C)c2)c1=O,9.7,7.7,-1.3,1.5,7.8,-8.5,0.4,3.1,4.7
COc1cc(/C=N/NC(=O)c2ccc(Cl)cc2)ccc1OCC(=O)N1CC(C)OC(C)C1 (stereo unspecified),5.1,-2.8,-3.0,2.8,-1.5,-11.8,7.5,2.4,4.1
Cc1ccc(S(=O)(=O)NC2CCCC2)cc1C,5.5,15.3,-0.3,-0.9,6.8,-1.4,0.7,0.8,0.5
CC1CN(C(=O)CCC(=O)NCc2ccccn2)c2ccccc2O1 (stereo unspecified),4.5,4.9,-1.0,-3.8,6.2,12.2,0.7,-4.2,3.9
CCC(C)(C)c1ccc(OCCCC[n+]2ccccc2)c(C(C)(C)CC)c1,2.4,15.5,1.2,3.4,2.5,-1.2,-7.4,-2.1,-2.0
O=C(CO/N=C/c1ccccc1)N1c2ccccc2Oc2ccccc21,5.7,-5.7,-1.8,-0.6,1.3,-9.7,0.7,-7.5,-1.6
OCCN(CCO)c1nc2ccccc2[nH]1,-5.6,-3.1,2.7,2.3,8.7,-1.9,-2.5,7.4,4.6
C=CCn1c(SCC(=O)c2ccc(CNC(C)=O)o2)nc2scc(C3CC3)c2c1=O,0.6,9.5,-1.2,20.8,6.5,19.1,-5.1,-0.1,0.0
NC(=O)c1cc(S(=O)(=O)N2CCN(c3ccc([N+](=O)[O-])cc3)CC2)cs1,-4.1,-95.5,1.8,4.2,8.7,6.6,3.5,6.4,3.0
C=C(Br)CN1CCN(CC(=C)Br)CC1,1.5,8.9,4.0,2.4,0.4,-2.1,-4.2,7.1,-0.4
Cc1ccc(NC(=O)CN2CCCCC2)c2c1CC(C)(C)O2,6.3,4.7,-0.1,1.9,-6.4,-0.6,-4.8,4.5,2.2
O=C1C(Cc2ccccc2)Nc2ncnc(N3CCN(c4ccccc4)CC3)c2N1Cc1ccc(Br)cc1 (stereo unspecified),·,-0.7,·,3.6,-2.6,0.6,1.3,·,0.6
CCN(CC)C(=O)c1csc(Nc2ccc(C)cc2)n1,-0.4,6.7,1.2,6.9,-1.0,5.3,0.2,3.6,1.3
Cc1nccc(-c2cc(-c3ccc(Cl)cc3Cl)no2)n1,1.0,9.2,-1.1,0.9,4.7,-3.5,1.1,3.7,6.7
CCN(C1CCCCC1)S(=O)(=O)CCNC(=O)c1ccc2c(c1)OCO2,0.0,13.5,3.1,3.7,3.9,-10.1,1.6,11.5,5.4
NC(=O)CCC(NC(=S)Nc1ccccc1)C(=O)O (stereo unspecified),-14.4,-6.4,1.6,2.5,-1.9,-4.7,-5.2,-5.1,0.8
O=C(CN1C(=O)S/C(=C\c2cccc(Cl)c2)C1=O)NCCCn1ccnc1,2.3,31.1,1.8,8.8,6.5,1.2,4.1,6.3,6.2
COc1ccc(CCNC(C)C(=O)Nc2ccc(S(N)(=O)=O)cc2)cc1 (stereo unspecified),3.9,0.2,0.2,9.9,9.1,0.6,-4.1,0.8,-1.6
Cc1csc(NC(=O)CCc2ccc(S(=O)(=O)N3CCOCC3)cc2)n1,4.1,-2.6,0.1,1.8,4.3,3.4,-3.5,6.9,1.0
O=CN(c1ccccc1)c1ccc2ccccc2c1,6.2,-23.3,1.2,0.5,2.8,2.1,1.4,1.4,2.4
CCCCSc1nc2c(c(=O)n1CC)SC(C)C2 (stereo unspecified),-2.1,6.9,3.0,-0.3,3.8,4.0,-3.5,5.7,3.4
Cc1ccoc1C(=O)NCCCNC(=O)c1occc1C,34.8*,-5.7,-1.8,16.6,6.1,-5.2,-13.9,-3.4,5.2
O=Cc1ccc2noc(-c3ccc(Cl)cc3)c2c1,12.1,4.6,-4.1,11.5,5.9,-2.2,-0.4,2.6,2.9
O=C(CNC(=O)c1ccccc1F)N/N=C/c1cc(Br)ccc1OC(=O)/C=C/c1ccco1,7.8,30.7,-17.4,9.3,1.7,4.8,2.2,-21.0,6.1

# Full records as entered above. Order of screens: GSTO1 inh | PREPL inhibitor | LYPLA1 counter | pPAFAH inh | PAFAH1B3 FP inh | PAFAH2 inh | PAD4 inh | LYPLA2 counter | PAFAH1B2 inh
# CCN(C1CCCCC1)S(=O)(=O)CCNC(=O)c1ccc2c(c1)OCO2 is listed with 0.0 | 13.5 | 3.1 | 3.7 | 3.9 | -10.1 | 1.6 | 11.5 | 5.4
# Cc1ccoc1C(=O)NCCCNC(=O)c1occc1C is listed with 34.8* | -5.7 | -1.8 | 16.6 | 6.1 | -5.2 | -13.9 | -3.4 | 5.2

# The list goes on.
SMILES,GSTO1 inh,PREPL inhibitor,LYPLA1 counter,pPAFAH inh,PAFAH1B3 FP inh,PAFAH2 inh,PAD4 inh,LYPLA2 counter,PAFAH1B2 inh
Cn1c(CC(=O)Nc2ccccc2C(F)(F)F)c(Sc2ccccc2)c2ccccc21,-0.6,-2.6,-3.1,1.2,9.7,8.2,-1.6,-3.2,-1.9
CC(=O)Oc1ccc2cc(-c3nc4ccccc4n3C)c(=O)oc2c1,0.0,14.5,-0.4,-8.9,10.8,12.5,-4.8,-0.6,7.2
CCCCCNC(=O)Cn1c(=O)c2c(ncn2CC(C)C)n(Cc2ccccc2)c1=O,6.5,2.2,-2.4,1.8,3.7,1.8,4.1,5.2,0.3
COc1cnc(-c2cccc(C(F)(F)F)c2)[nH]c1=O,-14.0,0.7,-1.8,-6.1,-0.3,-8.1,-1.4,-3.9,7.3
CCCC[C@H]1COCCS(=O)(=O)N1Cc1cccc(F)c1,2.4,10.8,0.1,-0.1,3.6,-2.3,-2.0,4.3,2.8
Cc1cccc(NS(=O)(=O)c2ccc3c(c2)CCC(=O)N3)c1,3.6,9.7,-0.2,27.9*,-2.6,-1.3,-5.0,4.1,4.5
CCN(CCCNC(=O)COc1cc(=O)n(CC)c2ccccc12)Cc1ccccc1,3.9,13.8,0.7,-0.3,5.6,-4.3,-0.2,7.0,3.6
O=S(=O)(c1ccc(NC(=S)NCCc2ccccc2)cc1)N1CCOCC1,-8.1,6.4,-7.9,-0.6,4.1,-1.0,-2.8,-9.3,3.8
COc1ccc(CNC(=O)c2cc(-c3cccs3)on2)cc1,-0.5,5.7,-2.5,7.6,6.8,1.2,-0.8,-1.2,1.2
CSC1=N/C(=C\c2ccccc2F)C(=O)S1,-0.8,8.0,0.7,2.6,13.4,10.4,-0.3,5.7,3.4

# Not all compounds are listed. The share of hits here may be higher or lower than overall.
